From PubChem BioAssay
MrgX1 agonist: activates human MrgX1 receptor signaling; B-score at 10 µM; Q96LB2; 310,000 compounds, 0.44% hits; MrgX1-HEK293 cells, Fluo-4 calcium fluorescence, agonist mode; hits give high values;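 active means calcium response B-score plate-corrected fluorescence ratio at least 3 library SD, with starting fluorescence B-score inside 5 SD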
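Material: MrgX1-expressing HEK293 cells; input: 15,000 cells per well; doses: test compound given as first of three sequential additions; schedule: overnight plating before 1 h dye loading; technique: Fluo-4 NW calcium-flux fluorescence, kinetic read; evaluation: baseline-normalised fluorescence change ratio, B-scored; control set: plate-wise positive and negative controls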
TRPC6 inhibitor: inhibitors of mouse TRPC6 channel; B-score at 10 µM; HEK293-TRPC6, membrane potential dye, ACh-evoked depolarization; hits give low values; Q61143; 310,000 compounds, 1.1% hits;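 active means B-score under library mean minus 3 SD, initial fluorescence not abnormally high, positive integrated signal ratio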;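 further: B-score derived from integrated fluorescence ratio over the kinetic read; more negative B-score means stronger inhibition of depolarization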
MrgX1 allo act: allosterically activates human MrgX1 receptor signaling. MrgX1-HEK293, Fluo-4 calcium flux, FDSS; hits give high values. B-score at 10 µM. 310,000 compounds, 0.63% hits. AID 588675;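 active means plate-corrected calcium response at least 3 library SD above typical, normal starting fluorescence, not activating the receptor alone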;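 further: compound read alongside a low EC10 to EC30 dose of BAM8-22 agonist; peak minus trough fluorescence over baseline measured at the second addition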
TRPC4 agonist: opens the mouse TRPC4 cation channel. HEK293 TRPC4beta/mu-opioid, Fluo4 calcium fluorescence; hits give high values. B-score at 10 µM. 310,000 compounds, 0.49% hits. AID 2237;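 active means B-score above 5 SD of library B-scores, and initial fluorescence ratio not above library mean plus 5 SD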;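 further: positive B-score marks a calcium rise read as TRPC4 activation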
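Test system: HEK293 cells stably co-expressing mouse TRPC4beta and mu-opioid receptor | Schedule: Fluo4 dye loading 45 min at room temperature, 110 s recording | Measured by: Kinetic Fluo4 calcium fluorescence, 5 s baseline at 1 Hz | Evaluation: B score of integrated ratio | Controls: Buffer (low) and maximal DAMGO (high)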
TRPC4 PAM: TRPC4 (mouse) allosteric potentiation; Q9QUQ5; HEK293 TRPC4beta/mu-opioid, DAMGO EC20, Fluo-4 Ca2+ flux; hits give high values; B-score at 10 µM; 310,000 compounds, 0.42% hits; AID 2227;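 active means B-score of calcium response area above 5 SD of library B-scores, with initial fluorescence ratio within 5 SD of library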;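 further: B-score of integrated fluorescence ratio over time as area under calcium response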
TRPC4 inh: TRPC4 (mouse) channel inhibition. Q9QUQ5. B-score at 10 µM. 300,000 compounds, 0.39% hits. HEK293 TRPC4beta/mu-opioid, DAMGO-evoked Fluo4 calcium flux; hits give low values. AID 2247;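 active means B-score over 3 SD under the library average, no early fluorescence shift, positive overall ratio signal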
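Assay system: HEK293 cells with stable TRPC4beta plus mu-opioid receptor expression; Probe or stimulus: DAMGO in two steps, submaximal then maximal; Dosing: single-point compound dosing; Measured by: Fluo4 calcium-dye fluorescence, kinetic read; Read-out basis: B score from integrated Fluo4 fluorescence ratio.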
TMEM16A act: activates or potentiates the mouse TMEM16A chloride channel | Q8BHY3 | HEK293 TMEM16A/YFP-H148Q/I152L, iodide quench fluorescence; hits give low values | B-score at 10 µM | 340,000 compounds, 0.3% hits | AID 623877;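 active means fluorescence-ratio B-score plate-corrected deviation score at least 3 library SD below zero, with starting fluorescence score within 5 deviations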;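 further: channel opened by trigger with iodide after compound preincubation; score built on the fluorescence ratio of max minus min over baseline; more negative score means more quench and so TMEM16A activation or potentiation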
Target sequence (Q8BHY3 whole entry, looked up): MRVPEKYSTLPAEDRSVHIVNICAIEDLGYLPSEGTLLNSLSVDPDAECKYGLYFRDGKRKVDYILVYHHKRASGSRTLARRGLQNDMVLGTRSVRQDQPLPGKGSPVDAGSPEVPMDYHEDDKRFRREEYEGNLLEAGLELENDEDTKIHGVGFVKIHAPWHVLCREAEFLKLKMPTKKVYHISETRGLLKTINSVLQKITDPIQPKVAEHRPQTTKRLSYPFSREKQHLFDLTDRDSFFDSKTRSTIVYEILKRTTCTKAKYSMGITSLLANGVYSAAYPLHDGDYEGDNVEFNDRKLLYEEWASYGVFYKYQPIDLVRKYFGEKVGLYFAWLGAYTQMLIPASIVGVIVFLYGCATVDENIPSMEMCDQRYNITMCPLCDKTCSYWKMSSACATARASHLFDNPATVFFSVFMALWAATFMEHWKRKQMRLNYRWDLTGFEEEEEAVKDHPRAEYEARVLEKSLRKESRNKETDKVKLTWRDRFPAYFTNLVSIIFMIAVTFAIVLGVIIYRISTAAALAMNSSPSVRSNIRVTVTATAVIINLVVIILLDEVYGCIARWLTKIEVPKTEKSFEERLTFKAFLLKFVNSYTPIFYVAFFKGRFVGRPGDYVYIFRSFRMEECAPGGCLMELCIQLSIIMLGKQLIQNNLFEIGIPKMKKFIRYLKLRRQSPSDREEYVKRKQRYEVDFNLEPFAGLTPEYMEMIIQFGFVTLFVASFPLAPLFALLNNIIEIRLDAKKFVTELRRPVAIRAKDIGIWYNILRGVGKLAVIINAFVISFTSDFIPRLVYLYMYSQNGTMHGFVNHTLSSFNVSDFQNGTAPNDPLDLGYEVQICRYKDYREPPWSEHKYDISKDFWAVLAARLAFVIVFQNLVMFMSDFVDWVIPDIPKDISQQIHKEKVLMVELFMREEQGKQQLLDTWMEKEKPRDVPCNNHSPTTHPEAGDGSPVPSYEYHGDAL
MrgX1 antagonist: human MrgX1 receptor antagonism, primary screen; Q96LB2; MRGX1-HEK293 calcium flux, Fluo-4, BAM8-22 antagonism; hits give low values; B-score at 10 µM; 310,000 compounds, 1.3% hits; AID 588676;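 active means calcium-response B-score plate-corrected more than 3 library SD below zero, starting fluorescence within 5 deviations, no agonist response on first addition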;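 further: peak minus trough fluorescence over baseline after final BAM8-22 challenge near maximal dose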
ANO1 block: blocks the mouse calcium-activated chloride channel TMEM16A; AID 588511; 310,000 compounds, 1.2% hits; normalized B-score (activity score, 25-100; higher = stronger inhibition) at 10 µM; HEK293 TMEM16A/YFP iodide influx fluorescence, ionomycin;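 active means ratio plate-corrected score three or more library SD toward inhibition, starting fluorescence score within five deviations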;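 further: score derived from kinetic fluorescence span divided by baseline fluorescence per well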
SKKanGAS inh: inhibitors of SKKanGAS S. pyogenes growth in kanamycin (SK-promoter or general growth effect); BacTiter-Glo, 6 h; inhibition, % at 7.5 µM; 300,000 compounds, 1.3% hits; AID 1662;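 active means mean replicate score, as percent of positive control median, at least 50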;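 further: strain carries kanamycin resistance gene driven by streptokinase promoter and grows in 40 µg/ml kanamycin; loss of luminescence reflects streptokinase promoter inhibition or plain growth inhibition; 0% = median of DMSO wells and 100% = positive control at its reference dose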
TRPC6 act: mouse TRPC6 channel activation; Q61143; HEK293-TRPC6 membrane potential dye fluorescence; hits give high values; B-score at 10 µM; 310,000 compounds, 0.13% hits; AID 2550;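 active means B-score of the integrated fluorescence ratio above library mean plus 3 SD, and starting fluorescence ratio within library mean plus 5 SD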;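 further: higher score means more depolarization so channel activation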
An asterisk follows results filed as active; i = inactive; · = no result given.

Structure,MrgX1 agonist,TRPC6 inhibitor,MrgX1 allo act,TRPC4 agonist,TRPC4 PAM,TRPC4 inh,TMEM16A act,MrgX1 antagonist,ANO1 block,SKKanGAS inh,TRPC6 act
NC1=NCC(O)=C1c1nc2ccccc2[nH]1,i,i,i,i,i,i,i,i,i,-1.7,i
COC(=O)c1ccccc1NC(=O)c1ccc(COc2ccccc2)o1,i,·,i,·,·,·,i,i,i,·,·
CC1CN(C(=O)c2ccccc2)C(=Nc2cccc(S(=O)(=O)N(C)C)c2)S1 (configuration not stated),i,i,i,i,i,i,i,i,i,-12.9,i
CN(C)c1nc(N)nc(CSc2n[nH]c(-c3ccccc3)n2)n1,i,i,i,i,i,i,i,i,i,1.7,i
CCn1cc(C2=NC(c3ccccc3)CO2)c2ccccc21 (configuration not stated),i,i,i,i,i,i,i,i,i,4.5,i
CCOC(=O)c1cc(-c2ccccc2)sc1NC(=O)c1cc(OC)c(OC)c(OC)c1,i,i,i,i,i,i,i,i,i,-5.4,i
CCc1ccc(NC(=S)N2CCNC(=O)C2CC(=O)OC)cc1 (configuration not stated),i,i,i,i,i,i,i,i,i,4.7,i
CCc1nn(C(CC)C(=O)NCC(C)c2ccccc2)c(=O)c2cc3occc3n12 (configuration not stated),·,i,·,i,i,i,i,·,·,1.3,i
CC(O)CNc1nc2ccccc2n1CC(=O)NCC(F)(F)F (configuration not stated),i,i,i,i,i,i,i,i,i,0.1,i
Cc1ccc(NC(=O)CCSCCC(=O)Nc2ccc(C)c(C)c2)cc1C,i,i,i,i,i,i,i,i,i,1.5,i
CCOc1cc(C2C(C(=O)c3ccc(C)cc3)=C(C(=O)OC)Nc3nnnn32)ccc1O (configuration not stated),i,i,i,i,i,i,i,i,i,-1.6,i
CCOC(=O)c1c(C)[nH]c(C(=O)COC(=O)C(C)Oc2ccc(Cl)cc2Cl)c1C (configuration not stated),i,i,i,i,i,i,i,i,i,-2.8,i
Cc1nc(C)n(C)c(=O)c1-c1ccccc1,i,i,i,i,i,i,i,i,i,-2.2,i
O=c1[nH]nc(Cc2ccc(-c3ccccc3Cl)o2)c2ccccc12,i,i,i,i,i,i,i,i,i,-2.3,i
Cc1cccc(N2CCN(CC(=O)N(C)Cc3ccccc3)CC2C)c1 (configuration not stated),i,i,i,i,i,i,i,i,i,4.4,i
O=[N+]([O-])c1ccc(N/N=C/c2sc(N3CCOCC3)nc2-c2ccccc2)c(S(=O)(=O)Nc2ccc(Cl)cc2)c1,·,i,·,i,i,i,i,·,·,18.7,i
Cc1cccc(Oc2ccccc2NC(=O)CN2C(=O)NC3(CCCC3)C2=O)c1,i,i,i,i,i,i,i,i,i,-0.3,i
O=C(CSc1nnc2ccc(-c3ccncc3)nn12)Nc1ccc(F)cc1,i,i,i,i,i,i,i,i,i,-9.9,i
COc1cccc(NC(=O)NCCCSC2CCCCC2)c1,i,i,i,i,i,i,i,i,i,-7.5,i
CN1CCN(NC(=O)c2cc(-c3ccc(Cl)s3)nc3ccccc23)CC1,i,i,i,i,i,i,i,i,i,-2.7,i
O=C(Nc1ccc2nc(-c3ccccn3)c(-c3ccccn3)nc2c1)N1CCOCC1,i,i,i,i,i,i,i,i,i,7.0,i
COC(=O)C1CCN(C(c2ccc(OC)c(OC)c2)c2sc3nc(C)nn3c2O)CC1 (configuration not stated),i,i,i,i,i,i,i,i,i,-4.5,i
Cc1ccc(C(=O)CSc2cc(C)nc(SCC(=O)c3ccccc3)n2)cc1,i,i,i,i,i,i,i,i,i,-1.7,i
C/C=C/C(=O)OCC(=O)Nc1cccc(Br)c1,i,i,i,i,i,i,i,i,i,0.9,i
Nc1c(C(=O)NC2CC2)sc2nc3c(c(-c4ccco4)c12)CC/C3=C/c1ccco1,i,·,i,·,·,·,i,i,i,·,·
COc1ccc(S(=O)(=O)N2CCC(C(=O)Nc3ccccc3N3CCCC3)CC2)cc1OC,i,i,i,i,i,i,i,i,i,-4.5,i
CS(=O)(=O)Nc1ccc(-c2nnc3n2CCCCC3)cc1,i,i,i,i,i,i,i,i,i,-6.3,i
O=[N+]([O-])c1ccc(F)cc1OCc1cccc(S(=O)(=O)N2CCOCC2)c1,i,i,i,i,i,i,i,i,i,-0.6,i
Cc1nc2ccccn2c1C(=O)N/N=C/c1ccc(CNC(=O)C(=O)Nc2ccccc2)o1,i,i,i,i,i,i,i,i,i,6.0,i
CC(C)Cc1nc(N2CCN(C(=O)C(C)C)CC2)c(C#N)c2c1CCC2,i,i,i,i,25*,i,i,i,i,-2.6,i
Cc1sc2ncn(CC(=O)NCC(=O)N(C)C3CCCCC3)c(=O)c2c1C,i,i,i,i,i,i,i,i,i,-6.5,i
CCOC(=O)CSc1ccc2nnc(-c3cccs3)n2n1,i,i,i,i,i,i,i,i,i,-1.2,i
Oc1ccc(CN2CCN(c3ncccn3)CC2)cc1,i,i,i,i,i,i,i,i,i,-0.6,i
CC(Oc1ccccc1)C(=O)Nc1ccc(S(=O)(=O)Nc2nccs2)cc1 (configuration not stated),i,i,i,i,i,i,i,i,i,2.5,i
COc1ccc(/C=C/C(=O)c2ccc(NS(=O)(=O)c3ccc(C)cc3)cc2)cc1O,i,i,i,i,i,i,i,i,i,31.2,i
O=C(NCc1ccccc1)c1ccc(S(=O)(=O)N2CCCc3ccccc32)cc1,i,i,i,i,i,i,i,i,i,10.9,i
CCC(=O)c1c[nH]c(C(=O)NCc2cccs2)c1,i,i,i,i,i,i,i,i,i,7.4,i
COc1ccc(NC(=O)CSc2ccc3nnc(-c4ccccn4)n3n2)cc1,i,i,i,i,i,i,i,i,i,28.1,i
CN(C)c1ccc(-n2cccc2)cc1,i,i,i,i,i,i,i,i,i,2.7,i
C#Cc1ccc(CN2CCC(C(=O)Nc3ccc(Oc4ccccc4)nc3)CC2)cc1,i,i,i,i,i,i,i,i,i,-14.1,i
O=C(/C=C/c1ccc([N+](=O)[O-])cc1)NCc1cccnc1,i,i,i,i,i,i,i,i,i,-4.2,i
COc1cc(OC)cc(-n2c3nc4ccccc4nc3c3c(=O)n(CC4CCCO4)cnc32)c1 (configuration not stated),i,i,i,i,i,i,·,i,i,2.1,i
Cc1ccccc1C(=O)NNC(=O)CCC(=O)Nc1cccc(Cl)c1C,i,i,i,i,i,i,i,i,i,-6.3,i
CC(=O)NC(CC(=O)N(C)Cc1c(F)cccc1Cl)c1ccccc1 (configuration not stated),i,i,i,i,i,i,i,i,i,-3.0,i
COCCNC(=O)C(c1ccc(C)cc1)N(C(=O)CCC(=O)Nc1ccccn1)c1ccc(F)cc1 (configuration not stated),i,i,i,i,i,i,i,i,i,-2.1,i
CCOc1ccccc1-n1c(SCC(=O)N2CCCC2)nnc1-c1ccc(O)cc1,i,i,i,i,i,i,i,i,i,-5.1,i
Cc1ccccc1-n1nc(C)c2cc(C(=O)N3CCN(S(=O)(=O)c4ccc(F)cc4)CC3)sc21,i,i,i,i,i,i,i,i,i,4.8,i
O=C(Cn1cnc2ccccc2c1=O)N1CCc2ccccc2C1,i,i,i,i,i,i,i,i,i,-2.8,i
Cc1cc(NC(=O)Nc2ccc3c(ccn3C)c2)sn1,i,i,i,i,i,i,i,i,i,1.3,i
CCc1ccccc1NC(=O)[C@@H]1CCC(=O)N1C1OC(=O)c2ccccc21 (some centres not stated),i,i,i,i,i,i,i,-8.13*,i,2.5,i

Continuation.
Structure,MrgX1 agonist,TRPC6 inhibitor,MrgX1 allo act,TRPC4 agonist,TRPC4 PAM,TRPC4 inh,TMEM16A act,MrgX1 antagonist,ANO1 block,SKKanGAS inh,TRPC6 act
CN1C(=O)c2ccc(NC(=O)c3ccc(Cl)cc3Cl)cc2C1=O,i,i,i,i,i,i,i,i,i,-4.9,i
COc1cccc(C2=CC(=O)CCC2)c1OC,i,i,i,i,i,i,i,i,i,-1.8,i
O=C(O)CC/C(=N/NC(=O)c1ccc(-c2ccccc2)cc1)c1ccccc1,i,i,i,i,i,i,i,i,i,14.1,i
CNC(=O)C12CC3CC(CC(Cl)(C3)C1)C2,i,i,i,i,i,i,i,i,i,0.2,i
COc1cccc(/C=C/C(=O)OCC(=O)N2c3ccccc3NC(=O)C2(C)C)c1,i,i,i,i,i,i,i,i,i,-4.7,i
CC(=O)Nc1ccccc1NC(=O)c1ccccc1-c1ccccc1,i,i,i,i,i,i,i,i,i,0.7,i
Nc1nc(-c2cccnc2)nn1S(=O)(=O)c1ccccc1,i,i,i,i,i,i,i,i,i,-1.8,i
COc1ccc(NC(=O)CN2CCN(c3ccccc3)CC2)cc1,i,i,i,i,i,i,i,i,i,-1.3,i
Cc1cc(S(=O)(=O)NCc2ccco2)c(C)s1,i,i,i,i,i,i,i,i,i,-2.6,i
Cc1nnc(C)c2c(C)n(-c3ccc(Cl)c(N)c3)c(C)c12,i,i,i,i,i,i,i,i,i,13.3,i
CCC(=O)N1CCc2cc(S(=O)(=O)N3CCc4ccccc4C3)ccc21,i,i,i,i,i,i,i,i,i,-1.2,i
Cc1ccc(NC(=O)C(C)Sc2nc(-c3ccccc3)cc(=O)[nH]2)cc1 (configuration not stated),i,i,i,i,i,i,i,i,i,14.5,i
COc1ccccc1-c1c(-c2ccc(O)cc2O)n[nH]c1C(F)(F)F,i,i,i,i,i,i,i,i,i,-3.7,i
CC(C)(C)NC(=O)Cn1nnc(-c2ccc(OCc3c(F)cccc3Cl)cc2)n1,i,i,i,i,i,i,i,i,i,12.9,i
O=C1C(Cc2ccccc2)Nc2ncnc(N3CCOCC3)c2N1Cc1ccc(Cl)cc1 (configuration not stated),i,i,i,i,i,i,i,i,i,4.9,i
